Bioassay records from PubChem BioAssay.
Neddylation inh = inhibitors of human cullin neddylation; TR-FRET cullin neddylation, biochemical; AID 651699; 360,000 compounds, 0.58% hits; calls only at 25 µM; P61081+Q13564; in the data active means inhibition above about 36%
MsrA inh = inhibits bovine methionine sulfoxide reductase A; purified bovine MsrA, absorbance read-out; AID 651718; inhibition, % at 15.5 µM; 360,000 compounds, 0.75% hits; in the data active means inhibition above about 4.5%;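 further: 0% = vehicle wells with enzyme and 100% = reference inhibitor wells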
SKN-1 inh = inhibitors of C. elegans SKN-1 | 360,000 compounds, 0.49% hits | AID 624304 | inhibition, % at 21.8 µM | C. elegans VP596 Pgst-4::GFP/RFP ratio, acrylamide-induced, 24 h;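 active means interference check ratio from 0.5 to 1.5 plus GFP to RFP signal ratio inhibition reaching or exceeding a fixed threshold, cut at about 30% in these data, passing the limit was not always enough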; further: some compounds called inactive have numbers as strong as hits
FAS-TE inh = blocks the thioesterase domain of human fatty acid synthase | P49327 | recombinant FAS-TE, OMFH fluorogenic substrate, fluorescence endpoint | inhibition, % at 15 µM | 360,000 compounds, 0.67% hits;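 active means compounds whose normalised, plate-corrected inhibition of enzyme fluorescence in the single-dose primary screen is 50% or more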;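 further: 0% = DMSO with enzyme and 100% = substrate without enzyme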
E coli Lon inh = inhibits E. coli Lon protease | inhibition, % at 7.94 µM | purified E. coli Lon protease, fluorescence polarization | AID 602123 | 360,000 compounds, 0.42% hits; in the data active means inhibition above about 13%, passing the limit was not always enough;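 further: 0% = enzyme with probe and DMSO and 100% = no enzyme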
MT1-MMP act inh = MT1-MMP (human) activation inhibition. 360,000 compounds, 0.061% hits. AID 651647. GFP/RFP ratio change, % at 20 µM. P50281. HT1080 RFP-PRO-GFP cells, GFP/RFP ratio fluorescence, overnight; percent of plate control window, DMSO zero;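 active means GFP/RFP ratio change of at least 30% with cell ATP level not reduced by more than half and red fluorescence within 50% of control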; further: strong numbers were not always called active
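Material: RFP-PRO-GFP reporter HT1080 cells. Dosing: single-point 20 µM compound, 1% DMSO. Controls: DMSO and RFP-L50D-GFP cell wells. Timing: cells overnight before dosing, compound overnight, 37 °C, 5% CO2. Measure: GFP/RFP fluorescence ratio.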
NRP1-CendR mod = modulators of CendR peptide binding to human neuropilin-1. O14786. FAM-RPARPAR peptide binding to NRP-1, fluorescence polarization. inhibition, % at 25 µM. 360,000 compounds, 0.85% hits;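 active means inhibition or corrected inhibition above about 18%, plus a signal ratio from 0.5 to 1.5, limit read from the data, passing the limit was not always enough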; further: strong numbers were not always called active
Target sequence (O14786 whole entry, looked up): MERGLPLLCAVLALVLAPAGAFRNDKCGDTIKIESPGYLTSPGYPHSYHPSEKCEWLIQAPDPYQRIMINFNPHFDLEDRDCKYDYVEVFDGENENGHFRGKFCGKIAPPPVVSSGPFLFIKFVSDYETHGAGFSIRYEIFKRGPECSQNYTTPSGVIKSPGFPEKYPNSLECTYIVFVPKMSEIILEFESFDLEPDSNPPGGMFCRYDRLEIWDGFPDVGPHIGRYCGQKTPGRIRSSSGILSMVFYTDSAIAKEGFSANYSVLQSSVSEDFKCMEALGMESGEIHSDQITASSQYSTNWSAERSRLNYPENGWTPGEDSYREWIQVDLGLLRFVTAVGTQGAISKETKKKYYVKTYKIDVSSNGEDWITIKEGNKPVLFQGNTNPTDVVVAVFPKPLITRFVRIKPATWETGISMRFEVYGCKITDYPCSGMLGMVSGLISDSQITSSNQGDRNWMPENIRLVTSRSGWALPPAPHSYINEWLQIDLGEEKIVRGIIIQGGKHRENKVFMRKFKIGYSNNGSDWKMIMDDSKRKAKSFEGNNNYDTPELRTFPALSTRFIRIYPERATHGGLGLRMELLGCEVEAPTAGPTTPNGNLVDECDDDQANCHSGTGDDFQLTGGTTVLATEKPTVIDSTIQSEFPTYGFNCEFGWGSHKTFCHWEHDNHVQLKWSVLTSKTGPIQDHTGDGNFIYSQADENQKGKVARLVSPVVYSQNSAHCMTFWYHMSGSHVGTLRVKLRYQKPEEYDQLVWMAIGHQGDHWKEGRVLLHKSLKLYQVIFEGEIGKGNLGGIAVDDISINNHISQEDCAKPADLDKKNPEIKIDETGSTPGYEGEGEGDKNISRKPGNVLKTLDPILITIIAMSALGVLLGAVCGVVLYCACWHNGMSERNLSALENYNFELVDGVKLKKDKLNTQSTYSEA
bovine MsrA act = activators of bovine methionine sulfoxide reductase A; activation, % at 10.6 µM; purified bovine MsrA, absorbance read-out; 360,000 compounds, 0.3% hits; in the data active means activation above about 7.5%;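 further: 0% = vehicle and 100% = reference activator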
Rin1-Abl PPI inh = human Rin1-Abl interaction inhibition. TR-FRET Rin1/Abl binding, biochemical. inhibition, % at 7.35 µM. 360,000 compounds, 0.4% hits. AID 588664; in the data active means inhibition above about 5%, passing the limit was not always enough
Active calls of the source: *; i = inactive; . = no result given.

Sample of the layout:
SMILES	Neddylation inh	MsrA inh	SKN-1 inh	FAS-TE inh	E coli Lon inh	MT1-MMP act inh	NRP1-CendR mod	bovine MsrA act	Rin1-Abl PPI inh
Cc1ccc(NC2=NC(c3ccc(F)cc3)n3c(nc(C)cc3=O)N2)cc1 (configuration not stated)	i	0.0	17	-5	0	-2	-16	-3	2
COC(=O)NNC(=O)C1CCC(C(=O)NNC(=O)OC)CC1 (configuration not stated)	i	-0.6	5	-16	-6	-5	6	-5	2
COc1ccc(Nc2ccc(C(N)=O)cc2[N+](=O)[O-])cc1	i	3.9	3	0	-1	4	2	-3	-7
O=C(CN1C(=O)NC2(CCCCCC2)C1=O)NCc1ccco1	i	-0.1	-16	-9	-2	-5	-6	-11	0
CC(=O)N[C@@H](Cc1c[nH]c2ccccc12)C(=O)OCC(=O)NCc1ccc2c(c1)OCO2	i	-0.5	-11	-6	-12	1	1	-2	0
COc1cc(NC(=O)CN2CCN(c3ccccc3F)CC2)cc(OC)c1	i	1.2	3	-2	-8	2	-16	-6	1
C[C@H](CO)N1C[C@H](C)[C@@H](CN(C)C(=O)Nc2ccccc2)Oc2c(NC(=O)Nc3ccccc3)cccc2C1=O	i	1.3	11	42	-8	1	9	4	4
CCOC(=O)c1c(C)[nH]c(C)c1C(=O)CSc1nc2ccccc2c(=O)n1-c1ccc(F)cc1	i	2.2	19	22	3	-8	-7	-3	2
COc1cc(C2NC(=O)NC(C)=C2C(=O)Nc2cccc(C)c2C)cc(OC)c1OC (configuration not stated)	i	-1.1	-1	-4	-9	1	10	-2	-3
COc1ccc(N2CCN(CC(O)COc3cc(C)cc(C)c3)CC2)cc1 (configuration not stated)	i	0.1	-2	-3	4	2	2	-1	-1
O=C(CN1C(=O)NC2(CCCC2)C1=O)Nc1ccc(F)c([N+](=O)[O-])c1	i	-0.1	-6	18	-3	0	10	-2	2
O=C(Cn1ccc(=O)[nH]c1=O)Nc1nccs1	i	0.9	7	-10	-12	-1	0	-6	1
COc1cccc(CCNC(=O)c2cc(COc3c(F)cccc3F)on2)c1	i	-0.7	-6	12	9	-3	3	-6	7

Main list (from the top)
SMILES	Neddylation inh	MsrA inh	SKN-1 inh	FAS-TE inh	E coli Lon inh	MT1-MMP act inh	NRP1-CendR mod	bovine MsrA act	Rin1-Abl PPI inh
Cc1ccc(NC2=NC(c3ccc(F)cc3)n3c(nc(C)cc3=O)N2)cc1 (configuration not stated)	i	0.0	17	-5	0	-2	-16	-3	2
COC(=O)NNC(=O)C1CCC(C(=O)NNC(=O)OC)CC1 (configuration not stated)	i	-0.6	5	-16	-6	-5	6	-5	2
COc1ccc(Nc2ccc(C(N)=O)cc2[N+](=O)[O-])cc1	i	3.9	3	0	-1	4	2	-3	-7
O=C(CN1C(=O)NC2(CCCCCC2)C1=O)NCc1ccco1	i	-0.1	-16	-9	-2	-5	-6	-11	0
CC(=O)N[C@@H](Cc1c[nH]c2ccccc12)C(=O)OCC(=O)NCc1ccc2c(c1)OCO2	i	-0.5	-11	-6	-12	1	1	-2	0
COc1cc(NC(=O)CN2CCN(c3ccccc3F)CC2)cc(OC)c1	i	1.2	3	-2	-8	2	-16	-6	1
C[C@H](CO)N1C[C@H](C)[C@@H](CN(C)C(=O)Nc2ccccc2)Oc2c(NC(=O)Nc3ccccc3)cccc2C1=O	i	1.3	11	42	-8	1	9	4	4
CCOC(=O)c1c(C)[nH]c(C)c1C(=O)CSc1nc2ccccc2c(=O)n1-c1ccc(F)cc1	i	2.2	19	22	3	-8	-7	-3	2
COc1cc(C2NC(=O)NC(C)=C2C(=O)Nc2cccc(C)c2C)cc(OC)c1OC (configuration not stated)	i	-1.1	-1	-4	-9	1	10	-2	-3
COc1ccc(N2CCN(CC(O)COc3cc(C)cc(C)c3)CC2)cc1 (configuration not stated)	i	0.1	-2	-3	4	2	2	-1	-1
O=C(CN1C(=O)NC2(CCCC2)C1=O)Nc1ccc(F)c([N+](=O)[O-])c1	i	-0.1	-6	18	-3	0	10	-2	2
O=C(Cn1ccc(=O)[nH]c1=O)Nc1nccs1	i	0.9	7	-10	-12	-1	0	-6	1
COc1cccc(CCNC(=O)c2cc(COc3c(F)cccc3F)on2)c1	i	-0.7	-6	12	9	-3	3	-6	7
Cc1cc(F)ccc1NC(=O)c1cc(S(=O)(=O)N2CCOCC2)cn1C	i	-0.6	10	-5	3	3	10	-1	-3
CC12CCC(=O)N1C(C(=O)OCC(=O)Nc1cc(S(=O)(=O)N3CCCCC3)ccc1Cl)CS2 (configuration not stated)	i	0.7	3	-3	-8	5	1	-2	-1
Fc1ccc(NC(=S)NC2CCN(Cc3ccccc3)CC2)cc1	i	2.3	-4	-1	5	0	10	-2	2
COc1ccc(C(=O)Nc2ccc3c(c2)n(C)c(=O)n3C)cc1OC	i	-0.1	-4	-2	-6	10	7	-4	0
Cc1ccccc1NC(=S)NCCc1ccc(S(N)(=O)=O)cc1	i	-1.1	-7	-10	8	2	-15	-2	-5
Cc1nc(N)sc1-c1csc(NCc2ccccc2)n1	i	0.7	14	-17	-22	-3	-37	-2	0
Cc1c(C(=O)NCCN2CCOCC2)sc2nc(-c3ccc(F)cc3)cn12	i	-0.9	6	2	-33	16	-5	2	1
O=C(O)C(CCc1ccccc1)N1CCOCC1 (configuration not stated)	i	-1.2	4	-5	-7	-5	-5	-3	1
O=C(Nc1ccc2oc(-c3ccccc3Cl)nc2c1)c1cncc(Br)c1	.	0.4	-6	-3	-5	4	17	-6	1
O=C(CCc1nnc2n(CCc3ccccc3)c(=O)c3ccccc3n12)NCCCN1CCCCC1	i	-0.1	15	-8	12	4	14	-5	2
CC(Oc1ccc(Cl)cc1Cl)C(=O)N(Cc1ccco1)C1CCS(=O)(=O)C1 (configuration not stated)	i	0.1	-7	3	-1	-1	1	3	0
C#CCOCCOCCOCCNc1nc(N2CCN(C(=O)Cn3cc(CCCCN)nn3)CC2)nc(N2CCN(C(=O)Cn3cc(CC(C)O)nn3)CC2)n1 (configuration not stated)	i	0.3	0	-7	5	-4	4	-1	1
CCc1ccc(NC(=O)C(=O)c2cn(CC(=O)N3CCCCC3)c3ccccc23)cc1	i	2.9	10	22	4	-2	12	-4	-1
CC(O)(CS(=O)(=O)Cc1ccccc1)c1ccccc1 (configuration not stated)	i	-1.0	0	-4	0	3	10	-1	1
CC12CC3CC(C)(C1)CC(CN)(C3)C2	i	1.1	16	-7	-13	-3	-12	0	2
CC(=O)N1N=C(c2ccccc2)CC1c1ccc(F)cc1 (configuration not stated)	i	0.7	-2	-7	2	-2	10	-3	0
COc1ccc(C(=O)Nn2cnnc2)cc1	i	0.7	-21	-9	0	-3	10	1	-3
CN(CCn1ccnc1)C(=O)CC1C(=O)NCCN1Cc1ccccc1C(F)(F)F (configuration not stated)	i	-0.8	1	-6	4	-3	20	-3	0
COc1ccc(CCNS(=O)(=O)c2ccc(-n3cnnn3)cc2)cc1OC	i	0.1	-13	-2	-6	-1	4	-1	-1
CC(=O)c1cc2c(cc1NC(=O)c1cnc(C)cn1)OCO2	i	0.4	-16	-5	-9	3	5	-3	0
Cc1cc(C)cc(N2CC(O)=C(c3nc4ccccc4c(=O)[nH]3)C2=N)c1	i	-1.3	-2	15	-19	1	-6	-1	-1
CC1CCc2c(sc(/N=C/c3ccco3)c2C(N)=O)C1 (configuration not stated)	i	-0.3	-6	-1	21	1	-9	-5	1
CCCCOc1ccc(C(=O)NCC(=O)NCCOc2ccc(C)cc2)cc1	i	0.8	-2	-4	4	-2	1	-1	2
Cc1cc(C(=O)NCCC(c2ccccc2)c2ccccc2)c(C)o1	i	1.2	6	23	4	-9	0	-1	-2
CCCC(=O)N=C1SC2CS(=O)(=O)CC2N1c1ccc(C(C)=O)cc1 (configuration not stated)	i	-0.9	14	-7	0	1	-2	-11	0
Cc1cc(C)cc(N2C(=O)CC(Sc3ccccc3C(=O)O)C2=O)c1 (configuration not stated)	i	0.9	0	-5	4	4	-10	-12	0
O=C(COc1ccccc1C(=O)O)NC1CCCc2ccccc21 (configuration not stated)	i	0.1	3	2	5	0	-2	-1	-1
COc1ccccc1C(=O)NCC(=O)OCC(=O)c1cccc2ccccc12	i	-0.3	-3	10	2	1	-19	-5	2
O=C(Nc1ccc2ccccc2c1)C(c1ccccc1)C1CCCC1 (configuration not stated)	i	1.0	9	42	-2	-17	6	-4	-1
N/C(=N\OC(=O)c1ccc2ccccc2c1)c1ccncc1	i	-0.5	21	-7	-4	2	-4	-3	0
O=C(COC(=O)c1ccc([N+](=O)[O-])s1)Nc1ncc(C(F)(F)F)cc1Cl	i	1.0	8	7	-21	-6	-117	7	1
O=C(O)CCSc1nnc(COc2cccc3ccccc23)n1-c1cccc(Cl)c1	i	1.3	9	7	-3	0	5	-2	2
CCOc1ccc(/C=C/c2nc(C#N)c(NCCCN(C)C)o2)cc1	.	2.5	-2	-3	0	-2	3	-3	-2
Cc1cccnc1NC(=S)Nc1ccc(Cl)c(Cl)c1	i	0.0	19	10	-2	-2	-5	-1	-3
CCC(C)NC(=O)c1ccc(C(=O)c2ccccc2)cc1 (configuration not stated)	i	1.7	3	-4	-4	1	12	-2	-1
O=c1cc(-c2ccc(O)cc2)oc2ccccc12	.	3.4	9	1	7	2	-9	-4	-3
Cc1cc(/C=C2\SC(=S)NC2=O)c(C)n1-c1ccccc1	i	-0.1	14	27	-94	-35	-149	-4	-3
CCc1c(C)c(C#N)c2nc3ccccc3n2c1-n1nc(C)cc1C	i	-1.0	1	-3	5	0	-2	-4	-2
COC(=O)N/N=C\c1c(C)[nH]n(-c2ccccc2)c1=O	i	0.0	8	-1	-9	4	6	-3	3
O=C(Nc1ccc([N+](=O)[O-])cc1)C1CC1(c1ccccc1)c1ccccc1 (configuration not stated)	i	0.9	-2	12	2	-7	-2	-7	-3
O=C(O)c1ccc(-c2ncc[nH]2)cc1	.	0.9	-6	-8	-1	1	-6	-1	9.3*
CCCCNc1c2c(nc3c(-c4ccccc4)c(C)nn13)CCC2	.	0.2	7	14	-6	-7	1	-2	0
Cc1n[nH]c(C)c1S(=O)(=O)N1CCCC(C(=O)N2CCc3ccccc32)C1 (configuration not stated)	i	0.9	2	-10	-3	9	-3	-1	-1
CC(C)Cc1nnc(NC(=O)Cc2ccc([N+](=O)[O-])cc2)s1	i	1.2	4	-11	-13	2	4	-8	-5
CN(CC(=O)NCC(c1ccco1)N1CCCCC1)S(=O)(=O)c1ccc(Cl)cc1 (configuration not stated)	i	-0.9	-5	-2	-4	3	-1	3	4
O=S(=O)(Nn1cnnc1)c1ccccc1Cl	i	-0.4	-8	-11	-18	3	-10	-7	1
